CHRM4 antagonist – antagonists of human muscarinic M4 receptor (CHRM4); AID 624125; CHO-hM4 cells, ACh EC80, Fluo-8 calcium fluorescence; P08173; inhibition, % at 3 µM; 360,000 tested, 0.73% active;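 active = inhibition above its plate's cutoff, the mean inhibition of sample wells plus 3 SD, cut at about 27% in these data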;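 note: 0% = acetylcholine EC80 with DMSO and 100% = DMSO without agonist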
M1 ag – human M1 muscarinic receptor agonism | activation, % at 3 µM | CHO-K1 hM1, Fluo-8 calcium fluorescence, agonist mode; 0% DMSO, 100% acetylcholine EC100 | P11229 | 360,000 tested, 0.33% active | AID 588814;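 active = activation above the run's mean compound activation plus 3 SD, cut at about 16% in these data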;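 note: peak over basal fluorescence ratio within a 140 s kinetic read after compound addition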
CHRM1 antagonist – blocks human M1 muscarinic receptor; P11229; CHO-K1 hM1, Fluo-8 calcium fluorescence, ACh EC80 antagonist; inhibition, % at 3 µM; 360,000 tested, 1.3% active;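 active = percent inhibition above its own plate's cutoff, namely the mean of that plate's compound wells plus 3 SD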;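 note: peak over basal fluorescence ratio during 140 s after agonist addition; 0% = ACh EC80 plus DMSO and 100% = DMSO alone without agonist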
CHRM1 PAM – positive allosteric modulators of human M1 muscarinic receptor | activation, % at 3 µM | P11229 | CHO-K1 hM1, Fluo-8 calcium fluorescence, ACh EC20; 0% = ACh EC20, 100% = maximal ACh | 360,000 tested, 0.088% active; in the data active = activation above about 19%, passing the limit was not always enough
M4 ag – CHRM4 agonism in calcium assay. CHO-K1 hM4/Gqi5, Fluo-8 calcium fluorescence; vehicle 0%, full acetylcholine response 100%. AID 624127. 360,000 tested, 0.14% active. activation, % at 3 µM;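 active = activation above the run mean over all test wells plus 3 SD, cut at about 32% in these data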;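 note: peak over basal fluorescence ratio per well then scaled between controls; 0% = DMSO wells and 100% = acetylcholine at EC100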
CHRM5 antagonist – antagonists of human muscarinic M5 receptor (CHRM5); CHO-hM5 cells, Fluo-8 calcium fluorescence, ACh EC80; inhibition, % at 3 µM; 360,000 tested, 0.59% active; AID 624040;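 active = inhibition above a per-plate cutoff, the mean of that plate's test compounds plus 3 SD, cut at about 27% in these data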;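 note: 0% = acetylcholine EC80 with DMSO and 100% = DMSO without agonist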
Target sequence (P08912 whole entry, looked up): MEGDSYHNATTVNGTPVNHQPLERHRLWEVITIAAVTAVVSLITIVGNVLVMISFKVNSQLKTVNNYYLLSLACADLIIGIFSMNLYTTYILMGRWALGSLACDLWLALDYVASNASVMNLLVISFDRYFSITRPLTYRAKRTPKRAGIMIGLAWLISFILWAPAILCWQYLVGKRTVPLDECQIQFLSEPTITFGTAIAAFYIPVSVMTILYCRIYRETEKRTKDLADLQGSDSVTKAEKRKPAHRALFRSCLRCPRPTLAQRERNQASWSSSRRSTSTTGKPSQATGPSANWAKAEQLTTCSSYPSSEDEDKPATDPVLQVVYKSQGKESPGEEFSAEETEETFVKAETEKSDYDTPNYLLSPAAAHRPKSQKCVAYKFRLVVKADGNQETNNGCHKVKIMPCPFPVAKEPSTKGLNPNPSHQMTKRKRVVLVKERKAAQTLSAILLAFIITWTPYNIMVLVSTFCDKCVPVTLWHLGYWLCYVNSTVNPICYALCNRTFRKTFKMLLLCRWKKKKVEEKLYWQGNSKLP
CHRM5 agonist – agonists of human muscarinic M5 receptor (CHRM5); P08912; CHO-K1 hM5 cells, Fluo-8 calcium fluorescence; 0% DMSO wells, 100% maximal acetylcholine response; activation, % at 3 µM; 360,000 tested, 0.19% active; AID 624037;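 active = activation above the run's mean over test compounds plus 3 SD, cut at about 23% in these data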;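 note: signal is peak over basal fluorescence ratio across the kinetic read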
TAAR1 agonist – human TAAR1 agonism; CHO RD-HGA16 TAAR1, Fluo-8 calcium fluorescence; vehicle wells 0%, saturating PEA agonist 100%; activation, % at 3 µM; 360,000 tested, 0.99% active;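 active = activation above the mean activation of all test compounds in the run plus 3 SD, cut at about 38% in these data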
Target sequence (Q96RJ0 whole entry, looked up): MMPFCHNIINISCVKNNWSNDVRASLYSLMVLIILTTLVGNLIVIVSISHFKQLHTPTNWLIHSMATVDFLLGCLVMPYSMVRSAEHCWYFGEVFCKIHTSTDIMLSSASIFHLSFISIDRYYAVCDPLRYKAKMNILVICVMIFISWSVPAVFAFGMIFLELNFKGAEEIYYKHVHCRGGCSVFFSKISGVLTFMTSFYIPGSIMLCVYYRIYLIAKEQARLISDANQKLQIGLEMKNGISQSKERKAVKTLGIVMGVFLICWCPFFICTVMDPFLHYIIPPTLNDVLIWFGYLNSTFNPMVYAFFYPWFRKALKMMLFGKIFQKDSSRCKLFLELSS
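System: CHO RD-HGA16 cells carrying human TAAR1 plus Gα16; Incubation: 17-24 h seeding, 75 min 37 °C dye, 30 min RT; Measured by: Fluo-8 fluorescence, 5 s baseline then 140 s kinetic read; Control set: DMSO and PEA EC100; Replication: single well for each compound.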
M5 PAM – potentiates acetylcholine response at human M5 receptor; activation, % at 3 µM; P08912; 360,000 tested, 0.3% active; CHO-K1 hM5, Fluo-8 calcium, ACh EC20 PAM; 0% = ACh EC20, 100% = ACh EC100;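 active = activation above the run cutoff, the mean activation of all test compounds plus 3 SD, cut at about 18% in these data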
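system = human M5 receptor in CHO-K1 cells | reagent = EC20 acetylcholine as agonist stimulus | compound dosing = single-point, 3 µM nominal | incubation = Fluo-8 loading 80 min at 37 °C plus 30 min room temperature | detection = Fluo-8 calcium dye fluorescence, kinetic read | benchmarks = low control EC20 acetylcholine (0%), high control EC100 acetylcholine (100%)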
* marks the source's active call; other numbers are inactive results; . = not tested or not shown. An excerpt. The share of hits here may be higher or lower than overall.

Start of the data: the first two records, to show the layout:
SMILES	CHRM1 antagonist	CHRM4 antagonist	M4 ag	M1 ag	TAAR1 agonist	CHRM5 antagonist	CHRM5 agonist	M5 PAM	CHRM1 PAM
COc1cccc(-c2nn(C)c3sc(C(=O)NCCCN(C)Cc4ccccc4)cc23)c1	5	-1	1	-9	2	11	-5	-3	-3
CN(Cc1ccco1)c1ncnc2ccc(-c3ccc4c(ccn4C)c3)cc12	-6	16	1	-5	1	8	-1	3	3

All compounds of this part, from the first entry:
SMILES	CHRM1 antagonist	CHRM4 antagonist	M4 ag	M1 ag	TAAR1 agonist	CHRM5 antagonist	CHRM5 agonist	M5 PAM	CHRM1 PAM
COc1cccc(-c2nn(C)c3sc(C(=O)NCCCN(C)Cc4ccccc4)cc23)c1	5	-1	1	-9	2	11	-5	-3	-3
CN(Cc1ccco1)c1ncnc2ccc(-c3ccc4c(ccn4C)c3)cc12	-6	16	1	-5	1	8	-1	3	3
c1ccc2c(CCNc3ncnc4nc[nH]c34)cccc2c1	54*	29*	29	7	25	33*	10	-24	-20
O=C(Cn1c2c(c(-c3ccccc3)cc1=O)CCCC2)N1CCCCCC1	-5	5	0	-6	7	5	-3	-3	5
Cc1cc(NC(=O)C(Cl)c2ccccc2)no1 (stereo unspecified)	-12	3	1	3	-1	-7	4	2	12
O=C(O)CCn1c(=S)oc2ccccc21	-1	-1	0	-4	7	12	-2	-5	4
Cc1ccc(N(CC(=O)NCc2ccc(F)cc2)C(=O)c2snc(C(N)=O)c2N)cc1C	-4	-11	3	14	25	14	0	-3	22
COc1ccc(CC(NC(C)=O)C(=O)NC2CCN(C(=O)Nc3ccc(C#N)cc3)CC2)cc1OC (stereo unspecified)	-4	-3	0	-2	14	-6	-2	0	5
Cc1cc(C)c(C)c(S(=O)(=O)Nc2cccc(-n3cnnn3)c2)c1C	-1	-1	7	2	2	10	1	-10	-1
CCOP(=O)(OCC)c1nc(-c2cccc3ccccc23)oc1N1CCOCC1	4	7	10	-6	9	7	-1	-10	0
COc1ccccc1CNC(=O)C1CCC(CNc2c(N3CCOCC3)c(=O)c2=O)CC1 (stereo unspecified)	3	1	1	-2	2	-4	0	0	-2
O=C(Nc1cccc(S(=O)(=O)N2CCCC2)c1)c1cccc(S(=O)(=O)N2CCOCC2)c1	29*	5	13	-8	4	3	-6	-9	-19
Cc1noc(C)c1NC(=O)N(C)C[C@H]1OCc2cnnn2CCCC(=O)N([C@@H](C)CO)C[C@H]1C	-9	-10	1	2	4	-1	-1	1	14
CC(C)C(=O)Nc1ccc(NC(=S)NC(=O)c2cc3ccccc3o2)cc1	-8	3	1	-4	5	5	1	-5	9
Cc1ccc(N=Nc2c(C)[nH]n(-c3ccccc3)c2=O)cc1	-9	-8	1	-3	7	1	-5	-9	8
CCN1CCN(S(=O)(=O)c2ccc(Cl)c(C(=O)NCCOc3ccc(C)cc3)c2)CC1	-6	-15	11	-3	-1	3	-3	-1	16
CCCC(=O)NC(=S)Nc1ccc(S(=O)(=O)Nc2ccc(OCC)cc2)cc1	14	-3	17	28*	74*	6	25*	3	8
O=C1CCCc2c1[nH]c1ccc(Cl)cc21	2	7	1	-3	12	-6	-8	-3	0
CCOCCCNC(=O)c1ccc(Cn2c(=O)[nH]c3ccsc3c2=O)cc1	-23	-5	1	2	0	8	0	1	7
O=C(NCCC(=O)N1CCN(c2ccccn2)CC1)c1ccc(Cl)cc1	-9	-5	2	-7	4	7	0	-2	5
N=C1C(c2nc(-c3ccc(Br)cc3)cs2)=C(O)CN1NC(=O)c1ccc([N+](=O)[O-])cc1	-11	-8	1	-3	6	-9	-3	5	9
COc1ccc(CN(C2CCCCC2C)S(=O)(=O)c2ccc(S(=O)(=O)N(C)C)cc2)cc1OC (stereo unspecified)	27	9	4	-13	6	11	-2	-10	-25
Cc1ccc(NC(=O)/C(=C\c2cccnc2)NC(=O)c2ccco2)cc1	-15	3	1	-4	4	2	-4	4	9
CCSc1cc(C2C(C(=O)OC)=C(C)NC3=C2C(=O)CCC3)c(C)o1 (stereo unspecified)	-16	-12	0	0	1	5	-1	0	4
Cc1ccc2nc3nc(NCC4CCCO4)c(C(=O)NC4CCCC4)cc3c(=O)n2c1 (stereo unspecified)	2	-14	1	-6	5	-3	-4	4	5
CC(C)NC(=O)C1(C)Cc2c(-c3cccc(C(F)(F)F)c3)ccnc2O1 (stereo unspecified)	1	5	0	-5	3	-1	0	-1	-3
Cc1ccc(S(=O)(=O)/C(C#N)=C/c2c(N3CCCCC3)nc3ccccn3c2=O)cc1	-8	1	0	-3	0	9	-2	-3	6
NNC(=O)CN1C(c2ccccc2)=Nc2ccc(Br)cc2C1c1ccccc1 (stereo unspecified)	4	-9	0	-5	5	10	-4	-7	1
COc1ccc(NC(=O)N2CCN(c3cccc(C(F)(F)F)c3)CC2)cc1OC	3	3	11	-2	4	6	2	-4	-2
O=c1c2ccccc2c(C=NCc2ccccn2)c(O)n1-c1ccccc1Cl	-7	-5	3	-2	4	1	0	-3	9
COC(=O)[C@H](Cc1c[nH]c2ccccc12)NC(=O)Cc1c[nH]c2ccccc12	-8	2	12	2	12	6	6	-15	4
CCOC(=O)c1c(N2C(=O)Nc3cc(Cl)c(Cl)cc3N2O)sc2c1CCCCC2	-4	-2	-1	-3	.	3	-2	-4	3
Nc1nnc(-c2ccc(Cl)cc2)s1	-3	6	1	-4	-3	-1	0	3	7
COc1ccc(-c2cc(-c3nc4ccccn4c3NCc3ccccc3)ccc2OC)cc1	87*	84*	26	4	20	48*	0	-38	-32
CCN(C(=O)CN1CCN(c2ccc(OC)cc2)CC1)c1c(N)n(Cc2ccccc2)c(=O)[nH]c1=O	-24	0	1	-2	0	-7	0	13	5
Cc1ccc(NC(=O)CN2CCc3cc4c(cc3C2C)OCCCO4)cc1 (stereo unspecified)	53*	11	10	-4	-1	17	-4	-11	-22
Cc1ccc2c(c1)c1ncn(Cc3ccc(F)cc3)c(=O)c1n2C	-5	-2	1	0	3	-4	3	0	11
S=C1NCN(CCc2ccccc2)CN1	4	1	1	-3	87*	-9	5	11	6
N/C(Cc1cccc2ccccc12)=N\OC(=O)COc1ccccc1	-9	6	-1	-9	54*	8	3	-8	2
CSc1nsc(SCC(=O)Nc2cccc(NC(C)=O)c2)n1	5	-11	3	2	1	11	0	-4	-4
CCCCP(=O)(CCCC)Cc1ccccc1	-17	-2	1	-2	6	9	-2	-8	12
CCOC(=O)CC1NC(=O)c2ccccc21 (stereo unspecified)	-6	1	0	-1	4	-9	-2	-4	4
N#CCCN(Cc1ccccc1)C(CCc1ccccc1)C(=O)NC1CCCCC1 (stereo unspecified)	20	9	-1	-5	-1	-2	-4	-16	-18
COc1ccc(CN2CCN(C(=O)c3cccs3)CC2)cc1	-31	8	1	-3	4	-3	-6	1	1
Clc1cccc(C2CCN(Cc3nc(COc4ccccc4)no3)C2)c1 (stereo unspecified)	9	-4	6	-6	4	10	-4	-4	-5
O=S(=O)(c1c(Cl)sc(Cl)c1Br)N1CCCC1	-3	-7	-2	-6	-1	1	-8	6	6
Cc1cc(=O)cc(C)[nH]1	-5	-7	1	-2	3	-11	4	5	4
CC(C)c1ccc(Nc2nc(Cl)nc(NCc3ccco3)n2)cc1	1	-4	-1	-4	-2	13	-5	-8	1
Oc1cccc(/C=N/n2c(C3CCCCC3)n[nH]c2=S)c1	17	-4	1	-5	-2	4	-1	-3	-7
CCOc1ccc(Br)cc1C(=O)N/N=C/c1cccc(C)n1	-9	-3	0	-4	1	4	-3	1	6

The list goes on:
SMILES	CHRM1 antagonist	CHRM4 antagonist	M4 ag	M1 ag	TAAR1 agonist	CHRM5 antagonist	CHRM5 agonist	M5 PAM	CHRM1 PAM
COc1cc(/C=C2\SC(=Nc3ccc(N4CCOCC4)cc3)N(C)C2=O)ccc1OC(C)C(=O)O (stereo unspecified)	-6	1	0	1	1	0	3	-2	1
COCCNC(=O)c1nn2c(C(F)(F)F)cc(-c3ccccc3)nc2c1Cl	-14	4	1	-4	-1	-5	4	-6	9
C[C@@H]1CC[C@]2(O[C@H](CCO)C[C@H](O)[C@H]2O)O1	-3	-2	-1	-2	2	3	0	15	0
c1ccc2c(c1)ncn2-c1ccc(-c2ccnc3ncnn23)cc1	6	5	0	-4	4	14	4	4	2
O=C(Nc1cccc2c1CCCC2)C1CCCN(S(=O)(=O)c2cccc3nonc23)C1 (stereo unspecified)	6	-5	2	-3	10	-8	-3	0	-3
CCCCC(=O)Nc1nnc(S(=O)(=O)N(C)Cc2ccco2)s1	-3	6	1	-2	0	-11	-1	8	2
CC1(C)Cc2nc3sc4c(OCc5ccccc5)ncnc4c3cc2CO1	-6	7	0	-1	1	-2	-3	-2	4
O=C(CNC(=O)c1ccco1)NCC(=O)OCc1cccc(C(=O)Oc2ccccc2)c1	-16	2	0	-5	6	16	0	-4	4
Fc1cccc(Cl)c1CNCCCSc1ncccn1	-8	3	2	-8	1	14	-4	-2	1
O=C(Nc1nnc(SCC(=O)N2CCOCC2)s1)C1CC(=O)N(c2ccc(F)cc2)C1 (stereo unspecified)	-12	-5	1	-3	0	-22	1	7	7
O=C(O)C1CCc2sc3[nH]c(=S)n(-c4ccccc4)c(=O)c3c21 (stereo unspecified)	-10	-2	0	-2	2	-12	4	5	3
CC1(C(=O)NS(=O)(=O)c2ccc(C#N)cc2)CCN1C(=O)C1CCCCC1 (stereo unspecified)	-7	-2	1	-1	0	-2	1	2	3
COc1ccc(NC(=O)CNC(=O)c2nn(-c3ccc(OC)c(OC)c3)c(=O)c3ccccc23)c(OC)c1	1	6	14	0	17	19	2	-6	3
Cc1cc(=O)n2nc(N3CCCC(C(=O)N4CCOCC4)C3)sc2n1 (stereo unspecified)	-14	-3	0	-2	3	-1	0	0	10
O=C(COc1ccc(F)cc1)N(c1ccccn1)C1CCCCC1	4	7	0	-6	6	2	-2	2	1
Cn1cnc(S(=O)(=O)NC2CCN(Cc3ccccc3)CC2)c1	-3	0	0	-4	2	-3	-3	1	2
COc1ccc([C@H]2CC(=O)c3c(O)cc(O)cc3O2)cc1O	-15	-14	3	3	1	0	4	4	7
O=C(CSc1nc(=O)n(CCCN2CCOCC2)c2c1CCCC2)Nc1cccc(F)c1	30*	-6	1	-8	1	1	3	-1	-14
Cn1c(CCc2ccccc2)nnc1SCC(=O)N1CCCC1	-4	-8	1	-1	8	-4	-2	7	-5
COc1ccc(C(O)P(=O)(OCC(C)C)c2ccc(N(C)C)cc2)c(OC)c1 (stereo unspecified)	-6	7	1	-1	4	10	-1	-2	5
COc1ccc(NC(=O)c2ccccc2Cl)c(NC(=O)c2ccco2)c1	1	-3	6	-3	2	8	-5	-2	-5
S=C(NCc1ccc(Cl)cc1)Nc1ccccc1Cl	0	-8	3	-10	4	1	-4	-4	2
CN(C(=O)COC(=O)C1CCN(S(=O)(=O)c2ccc3c(c2)OCCO3)CC1)c1ccccc1	-5	-6	3	-6	3	2	0	-4	8
